Screening results (PubChem)
TcdB GH inh = inhibitors of Clostridioides difficile toxin B glycohydrolase; P18177; TcdB glycohydrolase enzymatic assay, plate reader; inhibition, % at 9.99 µM; 0.24% of 350,000 active; in the data active = inhibition above about 10%
Starred values were filed as active, the others as inactive. This is a subset, so the mix of outcomes need not match the whole.

SMILES | TcdB GH inh
Cc1noc(C)c1NC(=O)N(C)C[C@@H]1Oc2c(NC(=O)C3CC3)cccc2C(=O)N([C@H](C)CO)C[C@H]1C | 0.3
CCNC(=O)C[C@@H]1CC[C@@H](NC(=O)C2CCOCC2)[C@@H](CO)O1 | -0.3
C[C@@H]1CN([C@H](C)CO)C(=O)c2cccc(NC(=O)CCCCCC(=O)Nc3ccccc3N)c2O[C@@H]1CN(C)Cc1ccc(C(F)(F)F)cc1 | 0.1
COC(=O)[C@H]1[C@H](CO)[C@H]2Cn3c(ccc(-c4ccccc4F)c3=O)[C@@H]1N2CC1CCCC1 | -0.3
C[C@H](CO)N1C[C@H](C)[C@@H](CN(C)Cc2ccccn2)Oc2cc(-c3cncnc3)ccc2S1(=O)=O | -1.1
COc1ccc(NC(=O)N2C[C@@H]3[C@H](c4ccccc42)[C@H](CO)N3C(=O)C2CC2)cc1 | -0.3
O=C(C[C@H]1C=C[C@H](NC(=O)c2ccncc2)[C@@H](CO)O1)NCC1CC1 | 1.8
CCCNC(=O)N(C)C[C@H]1Oc2ncc(C#Cc3ccncc3)cc2C(=O)N([C@@H](C)CO)C[C@H]1C | 0.5
C[C@@H]1CN([C@H](C)CO)C(=O)c2cc(NC(=O)Cc3ccccc3)ccc2O[C@@H](C)CCCCO[C@H]1CN(C)C(=O)Nc1ccccc1 | -0.8
N#Cc1ccc(-c2ccc([C@H]3[C@H]4CN(C(=O)Nc5ccc(F)cc5)CCCCN4[C@H]3CO)cc2)cc1 | 0.0
COC(=O)[C@@H]1[C@@H](CO)[C@@H]2Cn3c(ccc(-c4ccc(F)cc4)c3=O)[C@H]1N2Cc1ccccc1 | 0.0
C[C@@H]1CCCCO[C@@H](CN(C)CC2CCCCC2)[C@H](C)CN([C@@H](C)CO)C(=O)c2cc(NS(=O)(=O)c3cccs3)ccc2O1 | -0.9
C/C=C/c1ccc2c(c1)O[C@@H](CN(C)Cc1cccc(F)c1)[C@@H](C)CN([C@@H](C)CO)S2(=O)=O | 1.3
CO[C@H]1CC[C@@H]2CCOc3c(C#N)cccc3C(=O)N(C)C[C@@H](OC)[C@@H](C)C(=O)N(C)C[C@@H]1O2 | -3.6
C[C@H]1CN([C@@H](C)CO)C(=O)c2cccc(NC(=O)Nc3ccc(F)cc3)c2O[C@@H]1CN(C)Cc1ccc(Cl)c(Cl)c1 | -0.7
COc1ccc(NC(=O)N(C)C[C@@H]2OCc3ccccc3-c3c(n(C)c4ccccc34)C(=O)N([C@H](C)CO)C[C@H]2C)cc1 | 1.3
CNC[C@H]1Oc2ccc(NS(=O)(=O)c3ccc(OC)cc3)cc2C(=O)N([C@@H](C)CO)C[C@H]1C | 0.3
CCOC(=O)N(C)C[C@@H]1OCc2cn(nn2)CCCC(=O)N([C@@H](C)CO)C[C@@H]1C | 0.0
COc1cccc(NC(=O)N(C)C[C@H]2Oc3cc(C#Cc4ccncc4)ccc3S(=O)(=O)N([C@H](C)CO)C[C@@H]2C)c1 | 0.4
COc1ccc2c3c(n(C)c2c1)[C@@H](CO)N(C(=O)Nc1ccc(F)cc1)CC31CCN(S(=O)(=O)c2cccc(F)c2)CC1 | 0.4
CO[C@H]1O[C@H](CO)[C@@H](OC(=O)Nc2ccccc2)[C@H](OC(=O)Nc2ccccc2)[C@H]1OC(=O)Nc1ccccc1 | 0.6
O=C(C[C@@H]1CC[C@@H](NC(=O)CC2CC2)[C@@H](CO)O1)NCc1ccc(Cl)cc1 | 0.1
O=C(C[C@@H]1C[C@@H]2c3cc(NC(=O)C4CCOCC4)ccc3O[C@@H]2[C@H](CO)O1)NCc1cccnc1 | -3.8
C[C@@H]1CN([C@@H](C)CO)C(=O)Cc2cc(NS(=O)(=O)c3ccc(F)cc3)ccc2O[C@@H]1CN(C)C | -1.2
O=C(N[C@@H]1CC[C@H](CC(=O)N2CCc3ccccc3C2)O[C@H]1CO)C1CCC1 | -0.4
CN(C)C(=O)C[C@@H]1C[C@@H]2c3cc(NC(=O)CC4CC4)ccc3O[C@@H]2[C@@H](CO)O1 | 0.3
CO[C@H]1CN(C)C(=O)c2ccc(NC(=O)Nc3cc(F)ccc3F)cc2OC[C@H](C)NC[C@@H]1C | 0.2
CNC[C@H]1Oc2ccc(NS(=O)(=O)c3cccs3)cc2C(=O)N([C@@H](C)CO)C[C@@H]1C | 1.9
C[C@@H]1CN([C@@H](C)CO)C(=O)c2cc(NC(=O)Cc3ccccc3)ccc2O[C@H]1CN(C)Cc1ccc(C(=O)O)cc1 | -0.8
C[C@@H]1CCCCO[C@@H](CN(C)C(=O)c2ccccc2)[C@H](C)CN([C@@H](C)CO)C(=O)c2cc(NC(=O)Nc3cccc4ccccc34)ccc2O1 | 0.6

Four of the compounds above, as a markdown table:
| SMILES | TcdB GH inh |
| --- | --- |
| O=C(C[C@@H]1C[C@@H]2c3cc(NC(=O)C4CCOCC4)ccc3O[C@@H]2[C@H](CO)O1)NCc1cccnc1 | -3.8 |
| C[C@@H]1CN([C@@H](C)CO)C(=O)Cc2cc(NS(=O)(=O)c3ccc(F)cc3)ccc2O[C@@H]1CN(C)C | -1.2 |
| O=C(N[C@@H]1CC[C@H](CC(=O)N2CCc3ccccc3C2)O[C@H]1CO)C1CCC1 | -0.4 |
| CN(C)C(=O)C[C@@H]1C[C@@H]2c3cc(NC(=O)CC4CC4)ccc3O[C@@H]2[C@@H](CO)O1 | 0.3 |

(next part)
SMILES | TcdB GH inh
COC(=O)C[C@H]1CC[C@H](N)[C@@H](CO)O1 | 0.8
C[C@H](CO)N1C[C@H](C)[C@@H](CN(C)C(=O)c2ccncc2)Oc2ncc(C#C[C@@H](C)O)cc2C1=O | -2.0
C[C@@H]1CCCCO[C@@H](CN(C)S(C)(=O)=O)[C@H](C)CN([C@@H](C)CO)C(=O)c2cc(NC(=O)c3ccccc3)ccc2O1 | 2.0
C[C@@H]1CN([C@@H](C)CO)C(=O)Cc2cc(NC(=O)NC3CCCCC3)ccc2O[C@H]1CN(C)S(=O)(=O)c1cccs1 | -0.6
COCC(=O)N1C[C@@H](C)[C@@H](OC)CN(C)C(=O)c2cc(NC(=O)c3ccc(OC)cc3)ccc2OC[C@@H]1C | 1.2
O=C(NC1CCCC1)N[C@@H]1CC[C@@H](CC(=O)N2CCOCC2)O[C@H]1CO | -0.2
C[C@H](NC(=O)[C@H]1[C@H](CO)[C@H]2Cn3c(cccc3=O)[C@H]2N1CC1CCCC1)c1ccccc1 | -2.0
COCC(=O)N1[C@H](CO)[C@@H]2c3ccccc3N(C(=O)c3ccncc3)C[C@@H]21 | 0.3
Cc1noc(C)c1NC(=O)Nc1ccc2c(c1)C(=O)N([C@H](C)CO)C[C@@H](C)[C@H](CN(C)S(=O)(=O)c1ccc(Cl)cc1)OCCCC[C@H](C)O2 | 1.7
C[C@@H]1CN([C@@H](C)CO)C(=O)c2cccc(N(C)C)c2O[C@@H]1CN(C)C(=O)Nc1ccc(F)cc1 | 1.9
COc1cccc(NC(=O)N(C)C[C@H]2Oc3cc(/C=C/c4ccccc4)ccc3S(=O)(=O)N([C@@H](C)CO)C[C@@H]2C)c1 | -0.2
C[C@@H]1CN([C@@H](C)CO)C(=O)c2cc(-c3ccncc3)cnc2O[C@H]1CN(C)C(=O)c1ccncc1 | 0.1
CN(C)C(=O)c1cccc(-c2ccccc2[C@H]2[C@@H](C#N)N(C(=O)C3CCCCC3)[C@@H]2CO)c1 | 0.3
CS(=O)(=O)Nc1ccc2c(c1)[C@@H]1C[C@H](CC(=O)NC3CCCCC3)O[C@@H](CO)[C@@H]1O2 | -0.8
Cc1noc(C)c1S(=O)(=O)Nc1ccc2c(c1)CC(=O)N([C@H](C)CO)C[C@H](C)[C@@H](CN(C)Cc1ccc(-c3ccccc3)cc1)O2 | -0.3
CCC(=O)N1[C@@H]2c3ccc(-c4cccnc4)c(=O)n3C[C@H]1[C@H](CO)[C@H]2C(=O)N1CCc2ccccc2C1 | 1.4
Cc1ccc(S(=O)(=O)Nc2ccc3c(c2)C(=O)N([C@H](C)CO)C[C@H](C)[C@H](CN(C)CC2CC2)O3)cc1 | -0.1
C[C@H](CO)N1C[C@H](C)[C@@H](CN(C)Cc2ccc(C(=O)Nc3ccccc3N)cc2)Oc2ccc(NC(=O)C3CCCCC3)cc2CC1=O | 0.5
CN1c2ccc(-c3ccccc3)cc2[C@@H]2[C@@H](CCN2C(=O)CN2CCOCC2)[C@H]1CO | 0.0
CCCNC(=O)N1C[C@@H](C)[C@H](OC)CN(C)C(=O)c2cc(NS(=O)(=O)CC(F)(F)F)ccc2OC[C@@H]1C | -1.0
C[C@H](CO)N1C[C@H](C)[C@H](CN(C)C(=O)NC2CCCCC2)Oc2ncc(-c3cc4ccccc4o3)cc2C1=O | 2.2
O=C(C[C@H]1C=C[C@@H](NS(=O)(=O)c2ccc(F)cc2)[C@@H](CO)O1)N1CCN(c2ccccc2)CC1 | 0.1
O=C(c1ccccc1)N1CC(=O)N2[C@@H](CO)[C@H](c3ccc(C#CC4CC4)cc3)[C@@H]2C1 | 0.2
CCNC(=O)[C@H]1[C@H](CO)[C@H]2Cn3c(ccc(-c4cncnc4)c3=O)[C@@H]1N2C(=O)Nc1ccccc1 | 0.9
COc1ccc(NC(=O)Nc2ccc3c(c2)C(=O)N([C@H](C)CO)C[C@@H](C)[C@H](CN(C)S(=O)(=O)c2ccc(Cl)cc2)OCCCC[C@H](C)O3)cc1 | 1.3
C[C@H]1CN([C@@H](C)CO)C(=O)c2cc(C#Cc3ccccc3)cnc2O[C@H]1CN(C)C(=O)c1ccccc1F | -1.5
CCCN(C)C[C@@H]1OCCCC[C@H](C)Oc2ccc(NC(=O)Cc3ccccc3)cc2C(=O)N([C@@H](C)CO)C[C@@H]1C | 0.7
CCC(=O)N1CC(=O)N2[C@@H](CO)[C@H](c3ccc(C#CC4CCCC4)cc3)[C@@H]2C1 | -0.9
CCS(=O)(=O)N1CCCCN2[C@@H](CO)[C@@H](c3ccc(C#Cc4ccccc4OC)cc3)[C@@H]2C1 | -2.3
C[C@@H]1CN([C@@H](C)CO)C(=O)c2cc(NS(=O)(=O)c3cccs3)ccc2O[C@H]1CN(C)S(C)(=O)=O | 0.4

The last 6 compounds of the section before are carried over, then new ones follow.
SMILES | TcdB GH inh
COc1ccc(NC(=O)Nc2ccc3c(c2)C(=O)N([C@H](C)CO)C[C@@H](C)[C@H](CN(C)S(=O)(=O)c2ccc(Cl)cc2)OCCCC[C@H](C)O3)cc1 | 1.3
C[C@H]1CN([C@@H](C)CO)C(=O)c2cc(C#Cc3ccccc3)cnc2O[C@H]1CN(C)C(=O)c1ccccc1F | -1.5
CCCN(C)C[C@@H]1OCCCC[C@H](C)Oc2ccc(NC(=O)Cc3ccccc3)cc2C(=O)N([C@@H](C)CO)C[C@@H]1C | 0.7
CCC(=O)N1CC(=O)N2[C@@H](CO)[C@H](c3ccc(C#CC4CCCC4)cc3)[C@@H]2C1 | -0.9
CCS(=O)(=O)N1CCCCN2[C@@H](CO)[C@@H](c3ccc(C#Cc4ccccc4OC)cc3)[C@@H]2C1 | -2.3
C[C@@H]1CN([C@@H](C)CO)C(=O)c2cc(NS(=O)(=O)c3cccs3)ccc2O[C@H]1CN(C)S(C)(=O)=O | 0.4
CO[C@H]1CN(C)C(=O)c2ccc(NS(=O)(=O)c3ccccc3Cl)cc2OC[C@H](C)NC[C@H]1C | 0.6
CCS(=O)(=O)N1CC(=O)N2[C@H](CO)[C@@H](c3ccc(-c4ccc(C)cc4)cc3)[C@@H]2C1 | 0.4
Cc1cccc(-c2ccc([C@@H]3[C@@H](CO)N4CCCCN(C(=O)c5ccncc5)C[C@@H]34)cc2)c1 | -0.4
CCCNC(=O)N(C)C[C@H]1Oc2cc(C3=CCCCC3)ccc2S(=O)(=O)N([C@@H](C)CO)C[C@H]1C | 0.6
COc1ccc2c3c(n(C)c2c1)[C@@H](CO)N(C(=O)CN1CCOCC1)CC31CCN(C(C)=O)CC1 | -5.2
COc1ccc(-c2cn(CC[C@H]3CC[C@@H](NC(=O)NC(C)C)[C@H](CO)O3)nn2)cc1 | 2.6
O=C1O[C@@H](c2ccccc2)[C@@H](c2ccccc2)N2[C@@H](c3ccc(O)cc3)[C@]3(C(=O)Nc4ccc(C#CC5=CCCCC5)cc43)[C@@H](C(=O)N3CCCCCCC3)[C@H]12 | -0.8
O=C(c1cccc(F)c1)N1CC(=O)N2[C@H](C1)[C@@H](c1ccc(-c3ccccc3F)cc1)[C@@H]2CO | -0.1
CCCC#Cc1cnc2c(c1)C(=O)N([C@@H](C)CO)C[C@H](C)[C@H](CN(C)C(=O)Nc1ccccc1OC)O2 | 0.9
Cc1ccc(-c2cnc3c(c2)C(=O)N([C@H](C)CO)C[C@@H](C)[C@@H](CN(C)Cc2ccccc2C(=O)O)O3)cc1 | -1.0
C[C@H](CO)N1C[C@H](C)[C@@H](CN(C)S(=O)(=O)c2ccc(F)cc2)Oc2cc(C3=CCCC3)ccc2S1(=O)=O | 0.2
C[C@@H]1CN([C@H](C)CO)C(=O)c2cccc(NC(=O)Nc3ccc(C(F)(F)F)cc3)c2O[C@H]1CN(C)Cc1ccc2c(c1)OCO2 | -0.2
CO[C@H](CN(C)Cc1ccc2c(c1)OCO2)[C@H](C)CN(C(=O)c1ccccc1)[C@H](C)CO | 0.9
COCCOC(=O)N1C(=O)[C@@]2(c3cc(C#CC4(O)CCCCCC4)ccc31)[C@H](c1ccccc1OCCO)N1[C@H](c3ccccc3)[C@H](c3ccccc3)OC(=O)[C@H]1[C@@H]2C(=O)N1CCc2cc(OC)c(OC)cc2C1 | -5.3
C[C@H]1CN([C@@H](C)CO)C(=O)c2cccc(NC(=O)c3ccc(-c4nccs4)cc3)c2O[C@H]1CN(C)C | 0.7
CCC(=O)N(C)C[C@H]1Oc2ncc(C#C[C@H](C)O)cc2C(=O)N([C@@H](C)CO)C[C@H]1C | -0.5
O=C(C[C@H]1C=C[C@@H](NS(=O)(=O)c2ccc(F)cc2)[C@H](CO)O1)N1CCC(Cc2ccccc2)CC1 | -0.8
O=C(c1ccncc1)N1CCCCN2[C@H](CO)[C@@H](c3ccc(-c4ccccc4)cc3)[C@H]2C1 | 0.3
COc1ccc(NC(=O)N(C)C[C@H]2Oc3ccc(NC(=O)CCN4CCOCC4)cc3CC(=O)N([C@@H](C)CO)C[C@H]2C)cc1 | -0.3
CCCNC(=O)C[C@H]1C[C@@H]2c3cc(NC(=O)COC)ccc3O[C@@H]2[C@@H](CO)O1 | -0.9
